Cneo AK release = Cryptococcus neoformans cell lysis inducers, primary screen, AK release luminescence, single concentration; C. neoformans lysis, adenylate kinase release luminescence, 4 h; normalised: neutral wells 0, clomiphene wells 100; lysis activity, % at 15 µM; 360,000 compounds, 0.2% hits;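 active = mean lysis activity across replicates of at least 80%, whatever share of replicates individually reach that level; inactive = mean lysis activity below 80%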
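Test system: log-phase Cryptococcus neoformans yeast cells. Input: 5 × 10^6 yeast cells/mL. Medium: fresh YPD growth medium. Doses: single dose. Incubation: static 4 h at 37 °C with compound, 1 h detection. Measured by: luminescent adenylate kinase detection reagent. Read-out: signal increase indicating cell lysis. Benchmarks: Clomiphene.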
E-selectin induc = E-selectin induction in HUVECs, primary screen, imaging, HUVEC, immunofluorescence imaging, single point. P16581. 260,000 compounds, 0.37% hits. activation, % at 7.58 µM. AID 686992, 2013. normalized: neutral wells 0, TNF-alpha wells 100;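 active = mean E-selectin-positive cell signal at least 10% of the positive control, reached in at least 60% of replicates, without over 20% cell loss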;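 note: in these data hits start at about 27%; measured in HUVEC primary endothelial cells; signal is the percent of cells scored E-selectin positive by PE staining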
Target sequence (P16581 whole entry, looked up): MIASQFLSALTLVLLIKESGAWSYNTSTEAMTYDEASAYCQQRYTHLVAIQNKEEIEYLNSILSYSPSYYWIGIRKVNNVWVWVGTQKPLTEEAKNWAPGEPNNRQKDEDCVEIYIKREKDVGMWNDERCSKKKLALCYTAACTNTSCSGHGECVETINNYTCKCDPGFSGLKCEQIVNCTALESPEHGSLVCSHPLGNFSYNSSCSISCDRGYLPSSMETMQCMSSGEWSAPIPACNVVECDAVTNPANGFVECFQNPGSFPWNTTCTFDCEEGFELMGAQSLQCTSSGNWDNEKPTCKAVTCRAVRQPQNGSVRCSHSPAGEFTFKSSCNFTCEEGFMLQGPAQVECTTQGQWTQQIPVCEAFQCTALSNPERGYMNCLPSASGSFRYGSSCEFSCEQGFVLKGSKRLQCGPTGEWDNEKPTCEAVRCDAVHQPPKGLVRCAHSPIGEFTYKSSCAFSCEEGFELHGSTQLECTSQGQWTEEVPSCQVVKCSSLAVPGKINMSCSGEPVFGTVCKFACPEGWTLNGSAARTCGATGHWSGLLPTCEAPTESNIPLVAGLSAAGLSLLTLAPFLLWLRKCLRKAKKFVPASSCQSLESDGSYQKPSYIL
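material = human umbilical vein endothelial cells (HUVEC), E-selectin induction | quantity = 3,000 cells/well | medium = EGM-2 growth medium on 0.1% gelatin-coated wells | technique = immunofluorescence imaging | read-out basis = % PE-positive cells | control set = TNF-alpha positive control, DMSO neutral control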
miR122 inh = miR-122 Renilla sensor signal increase in Huh7, primary screen, miR-122 inhibitor project, cell-based, single point, plate reader. Huh7 miR-122 Renilla luciferase sensor, 48 h; neutral wells = 0, positive control = 100. activation (reporter increase), % at 12.5 µM. 340,000 compounds, 0.3% hits;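 active = mean replicate activation score at least 90 and every replicate individually at or above 90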;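 note: higher luciferase means less miR-122 activity so hits act as miR-122 inhibitors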
RAD52 inh = RAD52 DNA annealing inhibitors, primary screen, biochemical, FRET, single point, set 2; recombinant RAD52 DNA annealing, FRET fluorescence; 360,000 compounds, 0.46% hits; inhibition, % at 18.7 µM; AID 651710, 2012;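 active = every replicate showing at least 50% inhibition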
Target sequence (P43351 whole entry, looked up): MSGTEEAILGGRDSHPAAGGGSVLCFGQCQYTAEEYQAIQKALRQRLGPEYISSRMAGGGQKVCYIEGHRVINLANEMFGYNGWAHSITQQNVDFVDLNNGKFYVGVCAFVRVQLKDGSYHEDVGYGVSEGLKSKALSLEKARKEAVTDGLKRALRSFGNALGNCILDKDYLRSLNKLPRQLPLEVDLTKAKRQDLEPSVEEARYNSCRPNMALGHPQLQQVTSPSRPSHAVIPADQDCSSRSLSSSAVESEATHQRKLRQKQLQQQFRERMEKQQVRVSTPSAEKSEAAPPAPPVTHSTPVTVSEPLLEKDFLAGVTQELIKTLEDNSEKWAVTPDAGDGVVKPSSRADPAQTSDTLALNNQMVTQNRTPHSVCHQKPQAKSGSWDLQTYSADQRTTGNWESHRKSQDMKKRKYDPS
ERAP1 HTS inh = human ERAP1 aminopeptidase inhibitors, primary screen, biochemical, single point, plate reader; Endoplasmic reticulum aminopeptidase 1 (Homo sapiens), Q9NZ08; recombinant ERAP1, Leu-AMC fluorescence, 60 min; inhibition, % at 10.7 µM; 340,000 compounds, 0.15% hits;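 active = mean replicate inhibition of at least 30%, or all replicates individually reaching that 30% level; inactive = mean below 30% and not every replicate reaching it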;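 note: 0% = neutral control wells and 100% = L-leucinethiol positive control wells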
PGC1a acetyl inh = inhibitors of PGC1a acetylation signal, primary screen, cell-based, U2OS, AlphaScreen, inhibitor mode | AlphaScreen anti-acetyl-lysine; with virally co-expressed GCN5 acetyltransferase | inhibition, % at 15.6 µM | 350,000 compounds, 0.17% hits | AID 651687, 2012;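 active = every replicate shows inhibition of at least 40%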;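 note: 0% = neutral control wells and 100% = positive control wells; some results beyond the cut were filed as inactive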
PglD DTNB = C. jejuni PglD acetyltransferase inhibitors, primary screen, biochemical, DTNB colorimetric, single point. inhibition, % at 12.5 µM. purified PglD enzyme, DTNB colorimetric CoA detection. 360,000 compounds, 0.098% hits; in the data active = inhibition above about 16%, passing the limit was not always enough; note: strong numbers were not always called active
RAD54 inh = inhibitors of human RAD54 branch migration, primary screen, biochemical, fluorescence, single point; DNA repair and recombination protein RAD54-like (Homo sapiens), Q92698; 360,000 compounds, 0.14% hits; RAD54 Holliday junction branch migration, FAM/BHQ fluorescence; inhibition, % at 10.4 µM;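 active = mean normalized replicate activity at least 40 and at least half of replicates scoring 40 or more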;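 note: 0% = median of neutral control wells and 100% = median of positive control wells; inhibitors cause a drop in the FAM fluorescence signal; in these data hits start at about 50%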
Active calls of the source: *; · = no result given; [ ] = remark or other dose.

SMILES	Cneo AK release	E-selectin induc	miR122 inh	RAD52 inh	ERAP1 HTS inh	PGC1a acetyl inh	PglD DTNB	RAD54 inh
S=C(c1ccc2c(c1)OCO2)N1CCOCC1	-2	·	-7	-15	·	-3	-3	-8
COCC#Cc1ccc2c(c1)O[C@@H](CN(C)Cc1ccccn1)[C@@H](C)CN([C@@H](C)CO)S2(=O)=O	2	0.1	30[16.7 µM]	-10	-1	0	3	7
CC(C)c1cn(CC[C@H]2CC[C@@H](NC(=O)Nc3cc(Cl)cc(Cl)c3)[C@@H](CO)O2)nn1	0	-0.2	-18[16.7 µM]	-1	1	-4	1	-5
COc1cccc(-c2cn(CC[C@H]3CC[C@@H](NC(C)=O)[C@H](CO)O3)nn2)c1	0	-0.5	·	5	0	5	-2	-10
CCC(C(=O)N1CCc2cc(OC)c(OC)cc2C1)c1ccccc1 (configuration not stated)	2	·	-7	·	·	-4	4	-1
O=C(Nc1ccccc1C(=O)N/N=C/c1ccncc1)c1ccccc1	-16	·	-3	-19	1	4	1	15
COC(=O)c1ccc(N(CC(=O)NC2CCCC2)C(=O)CNC(=O)c2cccs2)cc1	-2	-0.1	0	7	-5	-2	3	10
CC1CCN(c2c(NCc3ccc(C(=O)N4CCc5ccccc54)cc3)c(=O)c2=O)CC1	-1	-1.5	7	-16	0	0	1	-6
C[C@@H]1CN([C@@H](C)CO)C(=O)c2cc(C#C[C@@H](C)O)cnc2O[C@@H]1CN(C)Cc1ccccn1	-5	-0.1	2[16.7 µM]	-1	1	3	1	7
CCOC(=O)c1cc2c(=O)n3ccccc3nc2n(C)c1=NC(=O)c1c(-c2c(F)cccc2Cl)noc1C	0	-0.2	7	-18	-28	-1	-4	8
C[C@H](CO)N1C[C@H](C)[C@@H](CN(C)S(=O)(=O)c2ccccc2)Oc2ccc(NC(=O)Cn3cnnn3)cc2CC1=O	5	10	8[16.7 µM]	-13	3	2	-27	7
Cn1c(CN2CCOCC2)nnc1SCC(N)=O	-1	·	1	·	·	-2	-5	-6
COc1cc(C=O)ccc1OC(=O)Nc1ccccc1	-1	0.0	-1	-2	-4	-4	-3	-2
Cc1ccc(NS(=O)(=O)c2c(C(=O)N3CCCCCC3)c(C)n(C)c2C)c(Cl)c1	19	·	46	-6	-6	-15	-3	1
Cc1nc2ccc(C(=O)Nc3ccc4c(c3)OCC(=O)N4)cn2c1N(C)C(=O)CCc1ccccc1	0	-0.9	-4	-9	0	·	-4	4
COC1=C(Nc2ccccc2)C(=O)C(OC)=C(Nc2ccccc2)C1=O	-1	-0.1	-2	4	5	2	1	0
COc1ccc(NS(=O)(=O)c2cn(C)c(=O)n(C)c2=O)c(OC)c1	1	-0.2	-17	6	2	7	1	2
COCCn1c(SCC(=O)Nc2ccc(C(C)=O)cc2)nnc1-c1ccco1	·	·	-3	-19	-1	8	·	·
CC(=O)N1CCN(c2ccccc2NC(=O)COc2cc(C)cc(C)c2)CC1	1	0.0	-3	17	2	-7	-4	14
CC(C)CC(NC(=O)C1CCCN1C(=O)OC(C)(C)C)C(=O)NCC(N)=O (configuration not stated)	1	·	0	·	·	-50	-6	12
CC(C)N(C[C@H]1N[C@H](CO)[C@@H]1c1ccccc1)C(=O)CN1CCOCC1	-2	0.1	0[16.7 µM]	-20	-3	2	0	4
COc1ccc(-c2csc(N(Cc3ccccc3)C(=O)COc3ccc(Cl)cc3)n2)cc1	3	·	1	·	·	11	-3	6
CCOC(=O)C1=C(C)OC(=CC=Cc2ccccc2)C1=O	-3	-0.1	·	-32	4	·	3	-4
Cc1cccc(NC(=O)Nc2cccc(C#N)c2)n1	-1	0.0	·	-13	1	11	1	-10
O=C(C1CCCCC1)N1CC[C@@H]2[C@H](CO)Nc3ccc(Br)cc3[C@@H]21	0	1.0	8[16.7 µM]	-14	1	8	3	-6
COC1=NC(=C(c2ccccc2)c2ccccc2)OC1=O	5	-0.1	-14	-23	-5	-6	2	-1
Cc1cccc(C(=O)N2CCc3cc(-c4csc(NC(=O)CN5CCCC5)n4)ccc32)c1	-4	·	-11	-23	0	8	3	-12
Cc1ccc(CNC(=O)c2ccc(CNc3c(N4CCCC4)c(=O)c3=O)cc2)cc1	4	0.0	1	-12	-3	-8	4	-4
Cc1cccc(N2C(=O)/C(=C\c3ccc(C(=O)O)cc3)c3ccccc3C2=O)c1	0	0.1	-6	-14	8	6	-5	0
CC(C)(C(=O)c1ccccc1)/[N+]([O-])=C/c1ccc(Br)cc1	2	·	-8	2	4	2	4	5
O=C1NC[C@@H](Cc2ccc(O)cc2)N(CC2CCCCC2)C1=O	0	-0.5	0	1	0	-3	2	-2
Cn1nc(C(F)(F)F)c2cc(C(=O)Nc3ccc(Cl)cc3)sc21	-11	·	-6	·	·	-9	3	5
CC1=NN(c2ccccc2)C(=O)C1C(=S)SC1CC(=O)NC1=O (configuration not stated)	1	1.5	2	-2	6	-4	-4	-6
O=C(CCCN1C(=O)/C(=C/c2cccs2)SC1=S)NNC(=O)c1ccc(F)cc1	-2	-0.1	2	·	·	-7	-5	5
CC(/C=C1\N=C(SCc2ccccc2)SC1=O)=C\c1ccccc1	0	·	2	·	·	-1	-14	1
Cc1cccc(-c2noc(-c3ccc4c(c3)OCO4)n2)c1	·	0.6	1	-6	-4	6	·	·
COCCN(Cc1nnc(-c2cccs2)o1)C(=O)CN1C(=O)NC2(CCCCC2)C1=O	0	2.9	·	-6	0	-9	2	-3
COc1cccc(C(=O)NCC(=O)N2CCN(c3ccc(C(F)(F)F)cn3)CC2)c1	4	-0.2	-6	-1	-1	·	-7	-2
C[C@@H]1CN([C@H](C)CO)C(=O)Cc2cc(NC(=O)c3ccncc3)ccc2O[C@H]1CN(C)C(=O)Nc1ccc2c(c1)OCO2	-5	·	-1[16.7 µM]	9	0	4	0	-2
Cc1ccc2ncnc(Nc3cccc([N+](=O)[O-])c3)c2c1	-2	-0.1	-6	-5	-1	44	-6	-13

Whole records, looked up by structure. Order of values: Cneo AK release	E-selectin induc	miR122 inh	RAD52 inh	ERAP1 HTS inh	PGC1a acetyl inh	PglD DTNB	RAD54 inh
COCC#Cc1ccc2c(c1)O[C@@H](CN(C)Cc1ccccn1)[C@@H](C)CN([C@@H](C)CO)S2(=O)=O is listed as 2	0.1	30[16.7 µM]	-10	-1	0	3	7
CC1=NN(c2ccccc2)C(=O)C1C(=S)SC1CC(=O)NC1=O (configuration not stated) is listed as 1	1.5	2	-2	6	-4	-4	-6

Next part:
SMILES	Cneo AK release	E-selectin induc	miR122 inh	RAD52 inh	ERAP1 HTS inh	PGC1a acetyl inh	PglD DTNB	RAD54 inh
CCCN(CC(=O)Nc1ccccc1OC)C(=O)Cc1ccccc1F	-1	·	-1	6	-7	4	3	-2
COc1ccc(CNCCC2(C(C)C)CCOC(C)(C)C2)cc1 (configuration not stated)	-1	0.0	7	3	-3	·	2	13
Cc1nc(-c2ccccc2)sc1-c1ccn[nH]1	-6	·	-2	-5	2	·	-8	1
C[C@@H](O)C#Cc1cnc2c(c1)C(=O)N([C@@H](C)CO)C[C@H](C)[C@H](CN(C)C(=O)c1ccccc1)O2	0	0.1	0[16.7 µM]	-4	0	3	-2	1
CC1CC(Nc2ccccc2)c2ccccc2N1C(=O)c1ccccc1F (configuration not stated)	-2	·	8	1	-1	-23	0	-14
COCCNC(=O)C[C@H]1C=C[C@@H](NC(=O)NC2CCCCC2)[C@H](CO)O1	-5	-0.1	-1[16.7 µM]	-2	0	-3	3	0
Cc1ccnc(SCC(=O)NC2CCCCCC2)n1	0	-0.4	-1	-15	0	6	2	-16
CC(NC(=O)COC(=O)c1ccc(Br)o1)c1ccccc1 (configuration not stated)	-6	·	·	-13	1	·	6	8
Cc1ccc(-c2cc(N)on2)cc1	·	·	-5	·	·	8	-1	0
Cc1c(C(=O)N(C)Cc2ccc(F)cc2)sc(=O)n1Cc1ccc(Cl)c(Cl)c1	-2	·	·	-11	·	·	5	0
COc1cccc(NC(=O)N(C)C[C@@H]2Oc3cc(C#CC4(O)CCCC4)ccc3S(=O)(=O)N([C@H](C)CO)C[C@@H]2C)c1	-3	0.5	-4[16.7 µM]	5	1	11	3	1
CSc1nc2ccc3nc(NC(=O)C4COc5ccccc5O4)sc3c2s1 (configuration not stated)	-2	2.0	-7	-5	-2	3	2	-7
NC(c1ccccc1)c1csc(Nc2ccc(C(F)(F)F)cn2)n1 (configuration not stated)	8	-0.3	·	-25	-1	·	1	-1
CCc1ccc(C(=O)Cn2cnc3cc([N+](=O)[O-])ccc3c2=O)cc1	0	6.8	13	-11	-3	-22	-1	-5
COc1cccc2c1[C@@H]1CN(CCCCn3c(=O)[nH]c4c(sc5ncc(-c6ccccc6)nc54)c3=O)C[C@@H]1CO2	2	1.2	-11	-5	-1	·	-2	13
CN(C)CC(=O)Nc1ccc2c(c1)[C@@H]1C[C@@H](CC(=O)N3CCCCC3)O[C@@H](CO)[C@@H]1O2	4	-0.1	1[16.7 µM]	-8	0	0	-1	-2
COc1ccc(NC2CCCN(C(=O)c3ccc(OC)o3)C2)cc1 (configuration not stated)	2	-0.2	-7	-3	-1	-1	-2	-5
OC(COCc1ccco1)CN1CCN(C(c2ccccc2)c2ccccc2)CC1 (configuration not stated)	-1	·	4	·	·	-9	-20	-9
COc1ccccc1N1CCN(C2CCCN(C(=O)c3cccc(-c4ccco4)c3)C2)CC1 (configuration not stated)	-3	-1.5	-4	-28	0	1	4	-2
O=C(CN1CCOCC1)Nc1ccc(Br)cn1	0	·	2	·	·	4	-2	-4
O=C(Nc1cc(Cl)ccc1Cl)c1noc2c1CCCC2	0	1.0	-3	0	2	7	3	1
OCCC1CN(Cc2ccon2)CCN1CCc1ccccc1 (configuration not stated)	0	0.0	-2	-21	0	7	-3	12
COc1ccc(NC(=O)CS(=O)(=O)c2cn(CC(=O)N(C(C)C)C(C)C)c3ccccc23)c(OC)c1	0	0.0	-2	-9	-2	1	-4	-2
O=C(NCc1cccs1)c1noc2c1CCCCC2	3	·	-1	·	·	12	2	-4
COc1cccc(C2Nc3ccccc3C(=O)N2O)c1O (configuration not stated)	-23	·	-1	·	·	-9	2	-4
CCOC(=O)C1(Cc2ccccc2C(F)(F)F)CCN(Cc2ccon2)CC1	6	·	-4	-9	-3	-7	1	-1
COCC(=O)N1CC(=O)N2[C@H](CO)[C@H](c3ccc(C#CC4CC4)cc3)[C@@H]2C1	·	0.2	·	1	-7	-13	·	·

A different layout for 6 compounds above:
canonical_smiles | Cneo AK release | E-selectin induc | miR122 inh | RAD52 inh | ERAP1 HTS inh | PGC1a acetyl inh | PglD DTNB | RAD54 inh
O=C(NCc1cccs1)c1noc2c1CCCCC2 | 3 | · | -1 | · | · | 12 | 2 | -4
CCOC(=O)C1(Cc2ccccc2C(F)(F)F)CCN(Cc2ccon2)CC1 | 6 | · | -4 | -9 | -3 | -7 | 1 | -1
COc1ccc(NC(=O)CS(=O)(=O)c2cn(CC(=O)N(C(C)C)C(C)C)c3ccccc23)c(OC)c1 | 0 | 0.0 | -2 | -9 | -2 | 1 | -4 | -2
COc1cccc(C2Nc3ccccc3C(=O)N2O)c1O (configuration not stated) | -23 | · | -1 | · | · | -9 | 2 | -4
COCC(=O)N1CC(=O)N2[C@H](CO)[C@H](c3ccc(C#CC4CC4)cc3)[C@@H]2C1 | · | 0.2 | · | 1 | -7 | -13 | · | ·
O=C(Nc1cc(Cl)ccc1Cl)c1noc2c1CCCC2 | 0 | 1.0 | -3 | 0 | 2 | 7 | 3 | 1
